# Shiga inhibitor = A qHTS for Small Molecule Inhibitors of Shiga Toxin | 290,000 tested, 9.2% active | inhibition, % at 38.7 µM | Vero cells, Shiga toxin protein synthesis inhibition reporter; in the data active means inhibition mostly above about 28%, no sharp cut-off; inactive means mostly below about 43%; further: 0% is about no effect
# Giardia FBPA inh = qHTS Assay for Inhibitors of Fructose-1,6-bisphosphate Aldolase from Giardia Lamblia; A8B2U2; purified Giardia FBPA; Potency, µM (highest dose often 59.6 µM), without a hit: at the highest dose activity, negative = inhibition, actives largely listed as inhibitors; 290,000 tested, 0.71% active; AID 2451, 2010; further: potency means the concentration at half of the fitted maximal effect; on the % scale 0 is the no-effect control and ±100 the full control effect; nearly all actives have a fitted effect of over 55% in size
# Target sequence (A8B2U2 whole entry, looked up): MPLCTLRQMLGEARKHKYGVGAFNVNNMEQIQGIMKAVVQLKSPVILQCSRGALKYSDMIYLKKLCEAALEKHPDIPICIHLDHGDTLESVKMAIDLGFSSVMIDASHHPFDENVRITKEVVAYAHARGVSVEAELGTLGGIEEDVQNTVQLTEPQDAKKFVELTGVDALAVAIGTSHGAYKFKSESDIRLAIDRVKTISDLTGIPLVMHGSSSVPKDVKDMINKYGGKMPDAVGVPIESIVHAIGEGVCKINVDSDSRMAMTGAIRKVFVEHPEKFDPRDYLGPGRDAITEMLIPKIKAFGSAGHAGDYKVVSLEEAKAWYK
#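 Giardia FBPA (40 nM reagent) was preincubated 10 min at RT with compound (up to 57.5 uM final), then substrate plus GAPDH/TPI/NAD/arsenate coupling system with diaphorase/resazurin was added; resorufin fluorescence (525/598 nm) was read after 20 min.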
# AmpC inh detg = qHTS Inhibitors of AmpC Beta-Lactamase (assay with detergent); AID 485294, 2010; 370,000 tested, 0.041% active; AmpC hydrolysis of nitrocefin, absorbance 480 nm, 0.01% Triton; P00811; Potency, µM (highest dose often 114 µM), without a hit: at the highest dose activity change, negative = inhibition, most hits filed as inhibitors;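 further: potency means the concentration at half of the fitted maximal effect; 0% = no-compound wells and -100% = no-enzyme wells; nearly all actives have a fitted effect of over 25% in size; some results filed as inactive show a strong effect at the top dose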
# Target sequence (P00811 whole entry, looked up): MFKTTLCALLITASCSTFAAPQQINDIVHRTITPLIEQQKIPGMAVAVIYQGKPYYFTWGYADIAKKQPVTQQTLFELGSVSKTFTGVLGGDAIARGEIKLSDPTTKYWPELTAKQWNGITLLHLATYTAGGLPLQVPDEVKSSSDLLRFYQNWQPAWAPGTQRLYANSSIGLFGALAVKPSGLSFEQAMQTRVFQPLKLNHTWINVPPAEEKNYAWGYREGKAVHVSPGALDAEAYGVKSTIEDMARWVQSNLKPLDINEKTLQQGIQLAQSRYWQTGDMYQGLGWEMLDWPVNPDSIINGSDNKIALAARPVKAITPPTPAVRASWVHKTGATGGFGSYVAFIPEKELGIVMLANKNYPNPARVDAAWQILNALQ
#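 AmpC (5.3 nM in the dispensed reagent) in 20 mM phosphate pH 7.0 with 0.01% (detergent screen) or 0.0001% Triton X-100 was preincubated with compounds for 15 min at room temperature. Nitrocefin was then added from an 800 uM solution, and hydrolysis was followed at 480 nm.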
# AmpC inh no detg = qHTS Inhibitors of AmpC Beta-Lactamase (assay without detergent); 330,000 tested, 0.52% active; P00811; AmpC nitrocefin hydrolysis, absorbance 480 nm, 0.0001% Triton; Potency, µM (doses to about 57.1 µM), for the others: top-dose activity change, negative = inhibition, usual class: inhibitors;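 further: potency means the concentration at half of the fitted maximal effect; plate controls were no compound for no effect and no enzyme for full effect; nearly all actives have a fitted effect of over 20% in size; some results filed as inactive show a strong effect at the top dose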
#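 20 mM phosphate pH 7.0 + 0.01% (detergent screen) or 0.0001% Triton X-100; 5.3 nM AmpC reagent; cpd preinc 15 min RT; nitrocefin (800 uM stock) to start; A480 q20 s × 4 min; Activity was normalised to no-enzyme and no-compound control wells.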
# CHX counter = Cycloheximide Counterscreen for Small Molecule Inhibitors of Shiga Toxin; AID 2314, 2010; 300,000 tested, 12% active; cell reporter, cycloheximide protein synthesis inhibition counterscreen; max response, %; in the data active means max response mostly above about 13%, no sharp cut-off; inactive means mostly below about 14%; further: read at 38.3 µM for the half of the compounds with a filed dose; 0% is about no effect
# AMA1-RON2 inh = qHTS for Inhibitors of AMA1-RON; Towards Development of Antimalarial Drug Lead: Primary Screen; Plasmodium falciparum AMA1 (3D7) - RON2 peptide interaction; AlphaScreen AMA1-biotinylated RON2 peptide binding; Potency, µM (highest dose often 58.2 µM), without a hit: at the highest dose activity change, negative = inhibition, most hits filed as inhibitors; 360,000 tested, 0.2% active; AID 720542, 2013;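 further: potency means the concentration at half of the fitted maximal effect; 0% = vehicle wells and -100% = peptide control; nearly all actives have a fitted effect of over 45% in size; some results filed as inactive show a strong effect at the top dose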
#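 AMA1 (3D7) with his tag at 25 nM final met compounds first, then biotinylated RON2 peptide at 25 nM; detection used donor plus acceptor beads, 10 µg/mL apiece, read by AlphaScreen after 30 min at room temperature.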
# HCMV antiviral = qHTS Assay for inhibitors of the human cytomegalovirus (HCMV). HFF cells, HCMV-luciferase reporter, 72 h; hits give low values. activity change, negative = inhibition, % at 57.5 µM. 410,000 tested, 4.5% active. AID 1259415, 2018; in the data active means activity change below about -60%; inconclusive means no clear call, values can overlap the other calls; inactive means above about -39%; further: on the % scale 0 is the no-effect control and ±100 the full control effect
#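 HFF cells seeded 16 h at 37C, treated with compounds, infected with luciferase-reporter HCMV at MOI 1 PFU/cell; luciferase read at 72 h post infection, normalized to buffer-only and Salinomycin controls.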
# * hit, by the source's call; ? = inconclusive; nt = not tested or not shown; [ ] = another dose, or the depositor's remark. Unless noted, the call rests on the fitted dose curve; in most records, active means well fitted curve in the direction sought with a large enough effect; inconclusive means small, poorly fitted or top-dose-only effect, or another doubt; inactive means no such curve, though single readings can be large; an effect the other way counts as inactive or inconclusive. Rows are unselected; overall some 16% were active at least once.
SMILES,Shiga inhibitor,Giardia FBPA inh,AmpC inh detg,AmpC inh no detg,CHX counter,AMA1-RON2 inh,HCMV antiviral
Cc1ccccc1NC(=O)NC1(C(=O)N2CCN(C)CC2)CCCCC1,6.6,8.8%,-3.6%,-13.9%,-6.7,-1.9%,19.5
CCOc1cc(/C=C\c2[nH]c(=O)[nH]c(=O)c2[N+](=O)[O-])ccc1OC(C)CC (stereo unspecified),-5.1,21.2%,-3.5%,-9.4%,3.6,-9.4%,-96.7*
C/C(=C/C(=O)NCc1ccccc1)C(=O)O,2.1,nt,-4.1%,-12.1%,-1.1,-12.1%,-2.5
CCn1c2ccccc2c2cc(NC(=O)c3coc(=O)c(Br)c3)ccc21,11.9,-3.0%,-11.5%,-32.4%,-1.9,nt,-36.1
FC(F)=C(F)CCSc1ncn[nH]1,-7.8,-8.7%,0.0%,-12.9%,-1.8,9.4%,-6.7
COc1cccc(C(=O)NCC(=O)N/N=C/c2cccs2)c1,-4.9,-1.5%,-13.9%,-22.1%,3.0,15.8%[2.32 µM],-15.8
Cc1ccc(Nc2nc(N)c3ccccc3n2)cc1Cl,nt,14.1%,-6.3%,-28.7%,43.0*,0.0%,304.8
O=[N+]([O-])c1cccc(/C=N/NC2=NCCCCC2)c1,62.0*,4.4%,-7.7%,-29.9%,35.7*,0.0%,10.3
O=C(COC(=O)Cc1ccsc1)Nc1ccc(Cl)cn1,nt,nt,3.1%,-24.5%,nt,-1.6%[11.6 µM],-3.4
Cc1c(C(=O)c2ccccc2)c2ccccc2n1C,-11.9,-10.5%,-5.3%,-26.4%,-5.5,7.9%,-17.1
COc1ccccc1OCC(=O)NCc1n[nH]c(=O)c2ccccc12,nt,nt,-3.3%,-5.5%,nt,21.3%,4.0
Cc1nn(C)c(C(=O)NNC(=S)NCC(C)C)c1Cl,-8.3,-0.1%,-0.1%,-6.6%,-3.6,53.2%[activator],12.3

# By substructure, those above containing sulfur (four)
SMILES,Shiga inhibitor,Giardia FBPA inh,AmpC inh detg,AmpC inh no detg,CHX counter,AMA1-RON2 inh,HCMV antiviral
FC(F)=C(F)CCSc1ncn[nH]1,-7.8,-8.7%,0.0%,-12.9%,-1.8,9.4%,-6.7
COc1cccc(C(=O)NCC(=O)N/N=C/c2cccs2)c1,-4.9,-1.5%,-13.9%,-22.1%,3.0,15.8%[2.32 µM],-15.8
O=C(COC(=O)Cc1ccsc1)Nc1ccc(Cl)cn1,nt,nt,3.1%,-24.5%,nt,-1.6%[11.6 µM],-3.4
Cc1nn(C)c(C(=O)NNC(=S)NCC(C)C)c1Cl,-8.3,-0.1%,-0.1%,-6.6%,-3.6,53.2%[activator],12.3

# Other results.
SMILES,Shiga inhibitor,Giardia FBPA inh,AmpC inh detg,AmpC inh no detg,CHX counter,AMA1-RON2 inh,HCMV antiviral
COc1ccccc1CNC(=O)C(C)Sc1ccc(C)cc1 (stereo unspecified),25.9,5.4%,7.8%,-0.5%,-3.2,21.3%,-21.1
Cc1ncc([N+](=O)[O-])n1CC(=O)Nc1ccc(OC(F)(F)Cl)cc1,-5.4,6.3%,-1.9%,-12.5%,0.8,-1.1%,nt
C[C@]12CCC3C(C[C@@H](O)[C@H]4C[C@@H](O)CC[C@]34C)C1CC[C@@H]2O (stereo partly specified),nt,nt,nt,-4.8%,nt,7.7%,15.8
CSc1ccc(/C=C(/Sc2nnc(-c3ccccc3)o2)C(=O)O)cc1,-11.9,5.5%,-0.8%,-11.9%,1.5,1.6%,-68.6*
Nc1nonc1C(=O)N/N=C/c1cc2c(cc1Br)OCO2,-22.2,nt,5.3%,-28.7%,8.8,9.1%,1.7
CC(=O)c1cccc(NC(=O)CSc2nc3ccccc3c(=O)n2CCCN2CCOCC2)c1,nt,nt,nt,111.0%[activator],nt,-0.2%,0.0
O=C1OC(c2ccccc2)=C/C1=C/N1CCCCC1,125.8*,-12.0%,-8.8%,-17.1%,38.5*,-12.5%,23.1
O=C(CSc1nnc(NC(=O)C2CC2)s1)Nc1ccccc1Cl,-1.8,nt,4.1%,-15.3%,-2.7,2.1%,-63.5*
COc1cccc(C(=O)NCC(c2ccco2)N2CCOCC2)c1 (stereo unspecified),nt,nt,?,-3.4%,nt,-9.8%,5.2
Cc1cc(NC(=O)c2cc(-c3ccccc3C)nc3ccccc23)no1,-4.2,-5.5%,?,-23.9%,-1.3,8.5%,-74.4*
Cc1cc(C)nc(SC(C)C(=O)Nc2ccc(S(N)(=O)=O)cc2)n1 (stereo unspecified),-11.3,4.8%,2.2%,-26.5%,1.3,16.3%,10.1
CN(C(=O)COC(=O)CCc1c[nH]c2ccccc12)C(c1ccccc1)c1ccccc1,8.3,0.2%,8.1%,-22.0%,9.9,-23.8%,13.8
CCOC(=O)/C(=N\Nc1cc(Cl)ccc1Cl)N1CCN(CC)CC1,-9.9,-8.9%,-11.7%,89.1%[activator],3.5,-5.3%,4.7
COc1cc(C2C(C#N)=C(N)N(N(C)C)C3=C2C(=O)CC(C)(C)C3)ccc1O (stereo unspecified),3.7,-24.2%,1.4%,49.8%,-1.2,-6.3%,-29.3
CCCCCn1c(CN2CCN(C)CC2)nc2c1c(=O)n(C)c(=O)n2C,6.6,6.0%,?,-9.5%,-2.7,-1.0%,-22.9
O=C(O)c1ccc(N2C(=O)CC(N3CCN(c4ccc(Cl)cc4)CC3)C2=O)cc1 (stereo unspecified),-6.3,-9.4%,5.6%,-4.5%,-3.0,-13.4%,11.1
COc1cccc(CN(C)C(=O)c2ccc(Oc3ccccc3)cc2)c1OC,-6.5,-11.3%,1.4%,80.1%[activator],10.2,-22.6%,42.4
COC(=O)[C@H](Cc1ccccc1)NC(=O)Cn1cnc2c(NCc3ccccc3)ncnc21,nt,nt,nt,0.2%,nt,3.6%,-10.1
CCCCc1cc(=O)oc2cc(C)cc(OC(C)C(=O)NCc3ccncc3)c12 (stereo unspecified),-3.7,nt,-3.8%,169.0%[activator],-2.7,-14.8%,0.0
COc1cc([N+](=O)[O-])ccc1NC(=O)CCCOc1cc(C)ccc1C,19.7,3.4%,?,-28.0%,-1.8,-2.2%,?
CNC(=O)COc1ccc(-c2nn(C)c(=O)c3ccccc23)cc1,-3.1,3.9%,?,-14.9%,-1.8,-3.0%,51.1
O=C(Cc1cccs1)N1CCCC(c2nc3c(nnn3Cc3ccccc3Cl)c(=O)[nH]2)C1 (stereo unspecified),23.2,10.3%,4.7%,38.0%,5.8,-6.4%,-7.9
CCN(CC)CCCn1c(SCC(=O)Nc2cccc(F)c2)nnc1-c1ccoc1C,-4.3,-7.4%,?,-2.9%,-5.9,9.1%,-3.1
COc1cc(OC)cc(C(=O)NNC(=O)CCC(=O)c2cccs2)c1,13.6,nt,-5.6%,-7.7%,-2.0,24.5%,2.2
COC(=O)c1ccc(NS(=O)(=O)c2ccc(SC)cc2)cc1,12.4,15.9%,?,-17.2%,-2.6,1.5%,-10.7
COc1ccc(S(=O)(=O)N(C)CC(=O)N2CCCC2)cc1Cl,-19.7,-2.0%,-3.0%,-3.1%,2.2,8.1%,-35.9
COCCOCC(O)CN1CCN(c2ccc(C)cc2)CC1 (stereo unspecified),14.4,-14.4%,4.7%,-0.8%,4.8,14.1µM*,13.7
CCOc1cccc(C2C(C#N)=C(N)Oc3cc(C)[nH]c(=O)c32)c1OCC (stereo unspecified),1.2,-3.5%,-6.5%,-44.8%,2.9,-0.1%,-11.9
COc1cccc(NC(=O)Nc2ccc3c(c2)nc(C)n3C)c1,58.3*,-2.1%,1.6%,-18.0%,26.1*,-7.5%,44.9
COc1ccc(C)cc1S(=O)(=O)N(C)CC(=O)N1CCC(C)CC1,8.5,8.8%,-7.1%,11.7%,0.3,1.8%,-0.4
COc1ccccc1NC(=O)Nc1sccc1-c1nc2ccccc2s1,33.7,-28.1%,-4.5%,?,2.4,70.5%[activator],21.8
COc1ccc(/C=C2\CCCC3C2=NN(C(=O)c2scnc2C)C3c2ccc(OC)c(OC)c2)cc1OC (stereo unspecified),22.9,-17.4%,0.8%,49.7%[activator],8.4,-4.5%,-7.7
Cc1cc(C(F)(F)F)nn1Cc1ccc(C(=O)NCc2ccco2)o1,4.3,-1.5%,-1.4%,64.3%[activator],-4.1,1.5%,0.2
COc1ccccc1C1(CC(=O)O)CCOC(C(C)C)C1 (stereo unspecified),-9.7,2.2%,-2.4%,-15.7%,-1.8,-0.1%,-3.1
CC(C)C[C@H](NC(=O)[C@@H]1CCCN1C(=O)[C@H](Cc1ccccc1)NC(=O)[C@H](C)NC(=O)[C@H](CCC(=O)O)NC(=O)[C@H](C)NC(=O)[C@H](CO)NC(=O)[C@H](CCC(=O)O)NC(=O)[C@H](CC(=O)O)NC(=O)[C@H](CCC(=O)O)NC(=O)[C@H](C)NC(=O)CNC(=O)[C@H](CC(N)=O)NC(=O)[C@@H]1CCCN1C(=O)[C@H](Cc1ccc(O)cc1)NC(=O)[C@@H](NC(=O)[C@H](CCCCN)NC(=O)[C@@H](NC(=O)[C@@H]1CCCN1C(=O)[C@@H](N)CCCNC(=N)N)C(C)C)C(C)C)C(=O)N[C@@H](CCC(=O)O)C(=O)N[C@@H](Cc1ccccc1)C(=O)O,6.6,1.4%,nt,nt,-5.8,nt,nt
O=C(CSc1nnc(NC2CC2)s1)Nc1ccc(N2CCOCC2)cc1,nt,nt,8.1%,-17.7%,nt,27.7%,-37.5
CC1CCN(CCCNC(=O)c2ccc(CS(=O)(=O)Cc3ccccc3F)o2)CC1,-5.8,-1.4%,8.1%,29.8%,4.0,6.2%,-3.8
Cc1ccc([N+](=O)[O-])cc1N=Cc1ccc(Br)s1,110.5,-3.2%,-3.9%,-13.2%,31.8,-4.0%,12.9
Cc1cc(Nc2cccc(F)c2)n2ncnc2n1,-21.7,3.9%,?,-4.4%,-1.7,-4.0%,16.7
CC(C)CC1NC(=O)N(CC(=O)Nc2ccc(-c3ccccc3)cc2)C1=O (stereo unspecified),nt,nt,-2.9%,-13.2%,nt,15.0%,2.1
Cc1ccc(CCNS(=O)(=O)c2cc3c(cc2C)n(C)c(=O)c(=O)n3C)cc1,-2.4,2.2%,-7.7%,-31.1%,-1.6,-2.3%,-31.0
C=CCn1c(CSCc2ccc(Cl)cc2)nnc1SCC(=O)NCc1ccccc1,2.4,-2.6%,-0.8%,33.3%,-3.5,-7.7%,5.2
CC(NC(=O)CCn1ccc2cc(S(=O)(=O)N3CCCC3)ccc21)c1ccccc1 (stereo unspecified),-9.0,-4.6%,0.5%,0.9%,12.5,7.1%,-2.3
